Bioassay records: PubChem, The Scripps Research Institute Molecular Screening Center
ASAP1 GAP inh = inhibitors of human ASAP1 ArfGAP activity, primary screen, biochemical, fluorescence polarization; ASAP1-stimulated ARF1 GTP hydrolysis, GDP FP detection; inhibition, % at 16.5 µM; hit rate 0.19% among 360,000; AID 624377, 2012; in the data active means inhibition above about 25%;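 further: 0% = vehicle with enzyme and substrate and 100% = no enzyme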
TDP2 absorb = human TDP2 enzyme inhibitors, primary screen, biochemical, epi absorbance, recombinant enzyme; Tyrosyl-DNA phosphodiesterase 2 (Homo sapiens), O95551; T5PNP hydrolysis, p-nitrophenol absorbance 415 nm; inhibition, % at 12.8 µM; hit rate 0.34% among 370,000;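 active means inhibition above the mean of all tested compounds plus 3 SD, set per campaign, cut at about 25% in these data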;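 further: 0% = DMSO with enzyme and 100% = buffer with substrate but no TDP2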
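Material: recombinant human TDP2; quantity: TDP2 enzyme at 120 nM final; medium: Tris-HCl pH 7.5 with MgCl2; compound: single concentration, 12.8 µM nominal, with 1% DMSO; incubation: 2 h enzyme incubation at 37 °C; signal: epi absorbance; measure: percent inhibition; benchmarks: high control without enzyme, low control DMSO plus TDP2; repeats: singlicate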
KLK7 zymogen act = proKLK7 zymogen activators, primary screen, biochemical, fluorescence intensity; Kallikrein-7 (Homo sapiens), P49862; purified proKLK7, EDANS-DABCYL substrate fluorescence; 100% is mature enzyme control, 0% vehicle; activation, % at 7 µM; hit rate 0.9% among 370,000; AID 652039, 2013;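 active means activation above the mean of all tested compounds plus 3 SD, computed per campaign excluding outliers beyond control limits, cut at about 13% in these data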
ADAM10 inh = human ADAM10 inhibitors, primary screen, biochemical, QFRET, HTS | Disintegrin and metalloproteinase domain-containing protein 10 (Homo sapiens), O14672 | inhibition, % at 7 µM | hit rate 0.62% among 370,000 | recombinant ADAM10, EDANS/DABCYL FRET peptide cleavage, 3 h;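 active means inhibition above a per-campaign cutoff equal to the mean of compounds falling between control-based bounds plus 3 SD, cut at about 20% in these data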;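 further: 0% = DMSO wells while the 100% control is not disclosed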
Tn7 DDE FP = inhibitors of Tn7 peptide binding to fibrin DD(E), primary screen, biochemical, fluorescence polarization, human fibrin, Tn7 probe. Fibrinogen beta chain (Homo sapiens), P02675. FP displacement of FITC-Tn7 peptide from fibrin DD(E); 0% = median of compound wells per plate. inhibition, % at 8.3 µM. hit rate 0.13% among 370,000;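 active means inhibition above the mean of compounds falling within the control limits plus 3 SD of them, cut at about 14% in these data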;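 further: 0% = plate median of compound wells and 100% = 10 µM Aha-Tn7 peptide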
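Test system: human clot-derived fibrin DD(E) complex / Quantity: 2 µM final DD(E) protein / Incubation: 10 min plus 3 h, room temperature / Measured by: fluorescence polarization / Benchmarks: high control of 10 µM Aha-Tn7 peptide / Replicates: singlicate testing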
LEDGF integ inh = blockers of LEDGF/p75-dependent integrase strand transfer – biochemical, TR-FRET, high throughput, primary screen. TR-FRET IN-LEDGF/p75 DNA integration, Eu/Cy5. inhibition, % at 3.7 µM. hit rate 0.64% among 370,000. AID 743269, 2014;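 active means inhibition above the screen-wide mean plus 3 SD, cut at about 13% in these data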;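 further: signal is the Cy5 over europium emission ratio at 671 and 618 nm; 0% = plate median of compound wells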
ADAM17 inh = ADAM17 inhibitors, primary screen, biochemical, QFRET. Disintegrin and metalloproteinase domain-containing protein 17 (Homo sapiens), P78536. recombinant ADAM17, EDANS/DABCYL FRET peptide cleavage. inhibition, % at 6.95 µM. hit rate 0.83% among 370,000;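 active means inhibition above the mean of compounds lying between control limits plus 3 SD, set per campaign, cut at about 8.5% in these data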;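 further: 0% = DMSO-only wells as the low control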
Tn6 DDE FP = inhibitors of Tn6 peptide binding to fibrin DD(E), primary screen, biochemical, fluorescence polarization, human fibrin, Tn6 probe | Fibrinogen beta chain (Homo sapiens), P02675 | Fibrin DD(E) TRITC-Tn6 fluorescence polarization displacement | inhibition, % at 8.3 µM | hit rate 0.21% among 370,000 | AID 720509, 2013;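 active means inhibition above a per-campaign cutoff: mean of compounds within control limits plus 3 SD, cut at about 15% in these data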;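 further: 0% = median of all compound wells on the plate and 100% = blocking peptide control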
PLC-gamma1 inh = PLC-gamma1 enzyme inhibitors, primary screen, biochemical, fluorescence, purified enzyme; hit rate 0.84% among 370,000; inhibition, % at 12.2 µM; 1-phosphatidylinositol 4,5-bisphosphate phosphodiesterase gamma-1 (Homo sapiens), P19174; fluorogenic substrate; in the data active means inhibition above about 9.5%
Target sequence (P19174 whole entry, looked up): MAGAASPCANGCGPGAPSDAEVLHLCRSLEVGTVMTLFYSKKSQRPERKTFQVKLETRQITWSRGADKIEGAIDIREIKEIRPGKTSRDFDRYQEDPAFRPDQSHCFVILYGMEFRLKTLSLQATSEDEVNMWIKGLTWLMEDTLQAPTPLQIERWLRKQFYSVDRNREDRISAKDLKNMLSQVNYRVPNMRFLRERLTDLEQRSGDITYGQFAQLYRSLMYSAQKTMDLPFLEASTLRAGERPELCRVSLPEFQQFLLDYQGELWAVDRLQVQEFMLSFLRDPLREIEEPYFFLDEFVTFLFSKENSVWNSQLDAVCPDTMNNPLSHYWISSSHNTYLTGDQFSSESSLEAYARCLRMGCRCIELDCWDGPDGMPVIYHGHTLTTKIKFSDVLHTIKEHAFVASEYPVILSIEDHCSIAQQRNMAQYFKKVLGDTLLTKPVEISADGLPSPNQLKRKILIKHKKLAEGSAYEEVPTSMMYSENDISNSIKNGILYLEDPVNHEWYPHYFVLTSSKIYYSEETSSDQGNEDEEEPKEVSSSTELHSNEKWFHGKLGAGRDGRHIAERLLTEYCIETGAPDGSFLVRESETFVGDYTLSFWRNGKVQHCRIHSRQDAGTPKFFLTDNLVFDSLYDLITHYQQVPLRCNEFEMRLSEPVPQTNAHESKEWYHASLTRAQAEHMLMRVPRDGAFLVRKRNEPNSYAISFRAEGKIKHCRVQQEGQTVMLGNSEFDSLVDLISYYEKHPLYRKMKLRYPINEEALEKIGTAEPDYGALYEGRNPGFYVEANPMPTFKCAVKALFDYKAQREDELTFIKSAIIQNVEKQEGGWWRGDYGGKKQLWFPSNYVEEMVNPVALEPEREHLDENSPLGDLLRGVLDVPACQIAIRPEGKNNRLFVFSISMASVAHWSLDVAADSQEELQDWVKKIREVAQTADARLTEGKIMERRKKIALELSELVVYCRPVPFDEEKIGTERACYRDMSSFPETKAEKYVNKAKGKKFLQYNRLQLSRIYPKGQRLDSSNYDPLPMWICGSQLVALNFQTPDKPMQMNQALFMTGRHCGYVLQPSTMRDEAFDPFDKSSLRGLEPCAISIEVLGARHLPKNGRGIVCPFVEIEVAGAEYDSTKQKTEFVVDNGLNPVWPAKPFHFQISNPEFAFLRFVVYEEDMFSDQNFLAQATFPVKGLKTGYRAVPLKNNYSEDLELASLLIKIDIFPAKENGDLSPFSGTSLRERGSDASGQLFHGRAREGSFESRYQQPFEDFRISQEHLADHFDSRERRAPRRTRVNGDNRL
ARFGAP1 inhibitor = inhibitors of rat ARFGAP1 GAP activity, primary screen, biochemical, fluorescence polarization, GDP tracer. Arfgap1-stimulated ARF1 GTP hydrolysis, GDP FP detection. inhibition, % at 16.5 µM. hit rate 0.26% among 360,000;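 active means inhibition above a per-plate limit, mean inhibition of low control wells plus 3 SD, cut at about 25% in these data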;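 further: 0% = DMSO wells with enzyme and 100% = wells lacking Arfgap1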
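Material – truncated rat Arfgap1 GAP domain · Buffer or medium – HEPES-based buffer, pH 7.5 · Reagent – human ARF1(Δ1-17)-GTP substrate · Dosing – 16.5 µM single point, 1.26% DMSO · Schedule – GTP hydrolysis reaction 2 h at 25 °C · Technique – GDP detection by fluorescence polarization · Benchmarks – No-Arfgap1 wells (100%) versus DMSO full-reaction wells (0%) · Repeats – single replicate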
The depositor's hits bear a star; i = inactive.

SMILES	ASAP1 GAP inh	TDP2 absorb	KLK7 zymogen act	ADAM10 inh	Tn7 DDE FP	LEDGF integ inh	ADAM17 inh	Tn6 DDE FP	PLC-gamma1 inh	ARFGAP1 inhibitor
CCCCC(=O)Nc1ccc(NC(=S)NC(=O)CC(C)C)cc1OC	-9	-5	-5.0	10	11	-6	-1	6	0	5
CCn1c(=N)n(CC(=O)C(C)(C)C)c2ccccc21	0	-2	0.0	-3	-1	-1	-3	3	0	-7
CC(C(=O)NCc1ccccc1)N1C(=O)CN(C)C(=O)c2ccccc21 (centres undefined)	3	-2	-0.8	7	-3	-1	-3	0	1	-3
CN1C(=O)c2ccccc2N(C)C1c1cccc(O)c1 (centres undefined)	8	-19	50*	i	1	0	i	-3	i	1
CCc1cccc(C)c1NC(=O)C1=C(C(=O)O)CCCC1	-14	-2	-0.4	-2	11	-3	-1	-2	-7	-10
Cc1ccc(N2C(=O)CC(Sc3ncccc3C(=O)O)C2=O)cc1 (centres undefined)	-13	7	-0.2	6	9	1	0	-2	1	10
O=C(CSc1nnc(-c2ccc(Cl)cc2)n1Cc1ccco1)Nc1ccc2c(c1)OCCO2	6	11	0.3	11	6	-1	2	-5	-2	-8
CC(C)c1ccc(N(CCc2ccccn2)C(=O)C(C)(C)C)cc1	-2	-9	0.4	12	-2	3	2	-15	1	8
CC1CCN(C(=O)CN2C(=O)NC3(CCCCCC3)C2=O)CC1	-4	2	0.2	-8	-4	0	-6	-1	4	3
C=CCNC(=O)c1ccc(-c2nc(-c3ccc(Cl)c(Cl)c3)cs2)cc1	-1	-2	-0.6	11	2	4	1	0	5	-11
Cc1c(C(=O)OC(C)CCN(C)C)oc2ccccc12 (centres undefined)	3	-3	0.0	4	1	-2	0	3	1	6
CN1CCN(c2ccc([N+](=O)[O-])cc2C(=O)N2CCCCC2)CC1	7	5	-0.6	2	-6	1	1	-2	2	5
Fc1cccc(/C=N/Nc2ccc(Cl)nn2)c1	9	-9	0.4	2	-11	1	0	0	-1	-5
O=C(COc1ccc(Cl)cc1)NCc1ccc(F)cc1	3	5	0.5	9	-6	5	0	1	5	7
CC1(c2nnc(Cc3ccccc3)o2)CC(c2ccc(Cl)cc2)=NO1 (centres undefined)	-2	-11	-0.3	-5	0	0	-3	-1	-2	-18
Cc1ccc(O)c(NC(=O)c2ccco2)c1	2	3	-0.1	2	-6	0	-6	-5	-1	6
COCC1CCN(Cc2nc(COc3ccccc3)no2)C1 (centres undefined)	9	-2	0.1	-1	-7	2	0	-7	1	10
COc1cc2c(cc1OC)-c1cc(Nc3ccc(C)cc3)nc(=O)n1CC2	11	-3	1.6	3	-5	2	2	-6	-53	-10
CC/C(=N/N=C(/CC)c1ccc(O)cc1)c1ccc(O)cc1	10	5	0.6	5	10	0	0	-4	0	-9
CCc1ccccc1N1CCN(S(=O)(=O)c2ccc(F)c(C)c2)CC1	12	-5	-0.4	3	-12	2	2	3	5	4
Cc1ccc(Oc2ccccc2)c(NC=O)c1	-8	1	-0.1	9	5	-2	-7	3	0	16
Cc1ccc(-c2ccc(C#N)c(=O)n2CC(=O)N(C)C)cc1	-9	0	-0.5	-21	-2	-2	-6	1	-7	5
CN1CCN(C(=S)c2cn(CCOc3ccccc3)c3ccccc23)CC1	1	8	0.7	-3	-3	-1	-1	0	2	0
CC[C@@H]1C=C(C(=O)O)[C@H](c2cccc(C)c2)N1S(=O)(=O)c1ccc(C)cc1	-16	10	0.3	-3	4	4	-5	6	0	-12
O=C(CN1CCN(S(=O)(=O)/C=C/c2ccccc2)CC1)NCC(F)(F)F	-11	-18	0.7	3	2	3	3	2	3	-7
COC(=O)c1c(C)[nH]c(C(=O)C(C)OC(=O)c2c(C)noc2C)c1C (centres undefined)	1	-4	0.0	-7	-4	4	-4	2	1	-9
Cc1ccc(S(=O)(=O)N(C)C)cc1NC(=O)c1ccc2ccccc2n1	12	12	0.1	-12	-4	1	-3	-4	-1	7
CC(C)(C)C(=O)Cn1c(=N)n(Cc2ccccc2Cl)c2ccccc21	2	-12	0.1	-3	-6	2	-5	7	2	2
O=S1(=O)C=C[C@@H](COCc2ccccc2)N1Cc1ccc(Br)cc1	0	5	-0.6	1	3	2	-3	-2	-1	-1
CCOc1ccc(NS(=O)(=O)c2ccc(Cl)c(C(=O)N(C)Cc3cccnc3)c2)cc1	0	-3	0.1	-4	-5	1	-6	-8	6	-1
CCn1c(=O)n(CC)c2cc(NC(=O)C(C)c3ccccc3)c(Br)cc21 (centres undefined)	-6	4	0.0	-2	5	-2	-3	6	3	6
O=C(Nc1sc2c(c1C(=O)O)CCCCC2)c1ccco1	-4	1	0.9	1	4	-4	-3	0	-112	7
CC1CCc2sc(NC(=O)c3ccc(N4C(=O)CCC4=O)cc3)c(C(N)=O)c2C1 (centres undefined)	2	5	0.8	-5	-5	4	-2	1	-19	-6
COc1cccc(C(=O)NC2(C(F)(F)F)N=C3SCCN3C2=O)c1 (centres undefined)	-2	16	0.8	-6	-5	1	-7	-1	-1	-9
O=C(NN=Cc1ccccc1)NN=Cc1ccccc1	-13	1	0.3	11	8	3	0	6	2	-4
COc1ccccc1-c1cnc(C(O)c2ccc(Cl)c(Cl)c2)[nH]1 (centres undefined)	-14	2	0.0	1	-1	0	1	11	-3	5
COc1cccc(OC)c1/C(O)=C(\C#N)c1nc2ccccc2[nH]1	1	-13	-1.0	1	-3	0	-6	-4	-34	-8
COc1cccc(OC)c1OCCCN1CCOCC1	-2	3	-0.4	1	-3	-1	-1	-10	2	19
CCOC(=O)C1=C(C)N(c2ccc(C)cc2)C(=O)/C1=C\c1ccc(O)c(OC)c1	-16	4	1.2	6	8	2	0	-2	-5	-1
O=C(Nc1ccc(F)c(Cl)c1)c1ccc2sc([C@H]3C[C@H](O)[C@@H](CO)O3)nc2c1	13	-10	-1.2	1	-2	-3	-2	-11	-1	25*

Some of these compounds in order of the ASAP1 GAP inh value, ascending.
SMILES	ASAP1 GAP inh	TDP2 absorb	KLK7 zymogen act	ADAM10 inh	Tn7 DDE FP	LEDGF integ inh	ADAM17 inh	Tn6 DDE FP	PLC-gamma1 inh	ARFGAP1 inhibitor
CCn1c(=O)n(CC)c2cc(NC(=O)C(C)c3ccccc3)c(Br)cc21 (centres undefined)	-6	4	0.0	-2	5	-2	-3	6	3	6
O=C(Nc1sc2c(c1C(=O)O)CCCCC2)c1ccco1	-4	1	0.9	1	4	-4	-3	0	-112	7
COc1cccc(OC)c1OCCCN1CCOCC1	-2	3	-0.4	1	-3	-1	-1	-10	2	19
O=C(Nc1ccc(F)c(Cl)c1)c1ccc2sc([C@H]3C[C@H](O)[C@@H](CO)O3)nc2c1	13	-10	-1.2	1	-2	-3	-2	-11	-1	25*

Additional structures
SMILES	ASAP1 GAP inh	TDP2 absorb	KLK7 zymogen act	ADAM10 inh	Tn7 DDE FP	LEDGF integ inh	ADAM17 inh	Tn6 DDE FP	PLC-gamma1 inh	ARFGAP1 inhibitor
COc1ccccc1C(=O)NC(=O)COC(=O)c1ccc(C)o1	5	14	-0.3	-5	3	-3	-1	5	3	-3
NS(=O)(=O)c1cccc(NC(=O)COC(=O)c2ccccc2SCC(=O)N2CCCC2)c1	11	5	-0.2	-3	-5	0	-5	5	-1	1
O=C(COC(=O)c1ccc2ncsc2c1)Nc1ccccc1Cl	0	0	-0.3	-11	-2	-4	-4	-5	1	10
COCCCNC(=O)COc1ccc2oc3c(c2c1)CCCC3	7	7	-0.7	-4	1	2	-2	-4	1	-9
Cc1ccc(CN2CCSCC2)cc1	2	26*	0.5	-4	6	-3	-2	-1	0	9
O=C(CCNC(=O)N1CC(=O)Nc2ccccc21)NCc1ccccc1	4	0	-0.3	-10	-6	2	0	-5	1	9
O=C(Nc1ccc2nc(-c3ccco3)c(-c3ccco3)nc2c1)N1CCN(c2ccccn2)CC1	-1	12	-0.5	-12	-2	24*	-5	-8	-26	-10
COc1cc(OC)c(NC(=O)c2ccco2)cc1Cl	6	11	0.2	3	2	0	-5	-3	1	-4
Cc1cc(Oc2ccc(=O)n(C)n2)nc(SCCOc2ccccc2)n1	-11	7	0.1	3	0	4	1	-5	4	10
CC1(C(=O)NS(=O)(=O)c2ccc3c(c2)CCO3)CCN1C(=O)CCc1ccc(Cl)cc1Cl (centres undefined)	0	-1	0.4	-6	1	-2	-4	0	-2	-8
COc1ccc(OCC(=O)Nc2ccc(C)cc2)cc1	-4	2	-0.6	-2	5	-1	0	8	7	-5
CCCc1ccc(OCc2ccc(C(=O)N3CCSCC3)o2)cc1	9	-11	-0.8	7	-2	5	6	-4	6	-6
O=C(NCc1ccco1)C(Cc1ccccc1)NS(=O)(=O)c1cccc2nsnc12 (centres undefined)	-20	6	-0.2	0	-4	0	-1	-5	0	7
CC(CCc1ccccc1)NC(=O)COc1cc(F)ccc1[N+](=O)[O-] (centres undefined)	-9	8	-0.5	-5	-2	-5	-4	-4	-1	11
Cc1cc(SCC(=O)c2ccc3c(c2)OCO3)nc2ccccc12	8	-6	-1.6	8	-1	1	5	-3	1	12
O=C(CC(=O)NC1CCCCC1)N/N=C/c1ccc(Cl)cc1	-12	-3	0.0	4	-5	-2	-4	-7	-2	-5
CCCn1c(SCC(=O)c2cc(OC)ccc2OC)nc2c1c(=O)n(C)c(=O)n2C	-3	-6	-0.2	-9	4	-1	-3	-1	1	12
C=CC[C@@H](CC(=O)N[C@H](CO)Cc1ccccc1)C(=O)N[C@H](COC(=O)[C@@H](CC=C)CC(=O)OC(C)(C)C)Cc1ccccc1	15	-18	0.6	10	-2	1	9.6*	-2	4	-5
CN1CCC(N(C)S(=O)(=O)c2ccc(NC(=O)COc3cccc(C(F)(F)F)c3)cc2)CC1	-8	2	0.1	-11	3	0	0	0	-1	5
